PAFAH1B2 FP inh: PAFAH1B2 enzyme inhibitors, primary screen, biochemical, fluorescence polarization, human | recombinant PAFAH1B2, FP-rhodamine activity probe | inhibition, % at 3.39 µM | hit rate 1.2% among 340,000 | AID 492953, 2010;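 active means inhibition above the mean of all tested compounds plus 3 SD, cut at about 24% in these data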;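 further: 0% = enzyme with DMSO and 100% = wells lacking PAFAH1B2; many of its hits are not listed in these tables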
PAFAH1B3 inh: PAFAH1B3 enzyme inhibitors, primary screen, biochemical, fluorescence polarization, human; Platelet-activating factor acetylhydrolase IB subunit alpha1 (Homo sapiens), Q15102; recombinant PAFAH1B3, FP-rhodamine probe; inhibition, % at 3.39 µM; hit rate 0.28% among 340,000; AID 492972, 2010;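 active means inhibition above the screen-wide average of all tested compounds plus 3 SD, cut at about 25% in these data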;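 further: 0% = enzyme with DMSO only and 100% = wells lacking PAFAH1B3 protein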
PAD4 FP inh: human PAD4 inhibitors, primary screen, biochemical, fluorescence polarization, 1536-well format; hit rate 0.41% among 330,000; inhibition, % at 6.36 µM; recombinant PAD4, RCA probe fluorescence polarization; Protein-arginine deiminase type-4 (Homo sapiens), Q9UM07;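 active means percent inhibition above a cutoff equal to the mean of all tested compounds plus 3 SD, cut at about 15% in these data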;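 further: 0% = PAD4 with RCA probe and DMSO and 100% = probe without PAD4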
LYPLA1 inh: LYPLA1 inhibitors, primary screen, counter-screen for PME1 inhibitor project, biochemical, fluorescence polarization, FP-Rh probe ABPP; Acyl-protein thioesterase 1 (Homo sapiens), O75608; recombinant LYPLA1; inhibition, % at 5.9 µM; hit rate 0.16% among 320,000;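 active means inhibition above the mean of all tested compounds plus 3 SD, set per campaign, cut at about 14% in these data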;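 further: inhibitors block serine hydrolase probe labeling of LYPLA1 so polarization falls; 0% = enzyme with DMSO and 100% = wells lacking LYPLA1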
Target sequence (O75608 whole entry, looked up): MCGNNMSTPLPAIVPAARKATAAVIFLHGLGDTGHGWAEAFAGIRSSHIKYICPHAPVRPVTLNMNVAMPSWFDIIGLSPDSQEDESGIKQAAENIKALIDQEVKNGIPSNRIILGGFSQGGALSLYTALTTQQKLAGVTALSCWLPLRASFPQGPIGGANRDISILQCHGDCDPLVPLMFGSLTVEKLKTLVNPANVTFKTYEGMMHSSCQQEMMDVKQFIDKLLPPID
LYPLA2 counter: LYPLA2 inhibitors, primary screen, counter-screen for PME1 inhibitor project, biochemical, fluorescence polarization, FP-Rh probe ABPP; recombinant LYPLA2; inhibition, % at 5.9 µM; hit rate 0.38% among 320,000;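 active means inhibition above the screen-wide mean plus 3 SD, limit set per campaign, cut at about 26% in these data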;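 further: 0% = LYPLA2 with DMSO and 100% = wells lacking LYPLA2 enzyme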
PREPL inh: PREPL enzyme inhibitors, primary screen, biochemical, fluorescence polarization | recombinant PREPL, fluorescence polarization activity-based probe | inhibition, % at 5.96 µM | hit rate 0.68% among 320,000 | AID 2751, 2010; in the data active means inhibition above about 43%;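 further: 0% = enzyme with DMSO and 100% = wells lacking enzyme; many of its hits are not listed in these tables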
PME-1 primary: PME-1 inhibitors via competitive probe labeling, primary screen, biochemical, fluorescence polarization, FP-Rh probe, HTS. AID 2130, 2009. Protein phosphatase methylesterase 1 (Homo sapiens), Q9Y570. recombinant PME-1. hit rate 0.53% among 320,000. inhibition, % at 5.9 µM;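 active means inhibition above the campaign mean of all compounds plus 3 SD, cut at about 26% in these data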;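 further: competitive labeling of PME-1 active site by serine hydrolase directed probe; 0% = PME-1 with DMSO and 100% = wells lacking PME-1 enzyme; inhibitors block probe labeling so polarization falls and inhibition rises; many of its hits are not listed in these tables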
GSTO1 counter: inhibitors of recombinant GSTO1, primary screen, counter-screen for RBBP9 inhibitor project, biochemical, fluorescence polarization | Glutathione S-transferase omega-1 (Homo sapiens), P78417 | activity-based probe fluorescence polarization | inhibition, % at 5.96 µM | hit rate 1.1% among 300,000;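 active means inhibition above the campaign mean inhibition plus 3 SD, cut at about 35% in these data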;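 further: 0% = GSTO1-1 with DMSO and 100% = wells lacking GSTO1-1 enzyme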
Target sequence (P78417 whole entry, looked up): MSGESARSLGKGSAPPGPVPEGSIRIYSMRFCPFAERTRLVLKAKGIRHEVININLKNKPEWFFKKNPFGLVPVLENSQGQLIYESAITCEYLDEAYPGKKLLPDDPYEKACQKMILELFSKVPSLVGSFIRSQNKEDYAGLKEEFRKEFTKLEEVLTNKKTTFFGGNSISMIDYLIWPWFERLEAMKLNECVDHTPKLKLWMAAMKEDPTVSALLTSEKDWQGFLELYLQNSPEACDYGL
pPAFAH FP inh: pPAFAH enzyme inhibitors, primary screen, biochemical, fluorescence polarization, human. AID 463082, 2010. inhibition, % at 3.39 µM. recombinant pPAFAH, FP-rhodamine probe fluorescence polarization. hit rate 1.5% among 330,000;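 active means inhibition above the mean inhibition across the screen plus 3 SD, cut at about 25% in these data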;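 further: inhibitors block binding of the rhodamine activity-based probe so polarization drops; 0% = enzyme with DMSO and 100% = wells lacking pPAFAH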
Target sequence (Q13093 whole entry, looked up): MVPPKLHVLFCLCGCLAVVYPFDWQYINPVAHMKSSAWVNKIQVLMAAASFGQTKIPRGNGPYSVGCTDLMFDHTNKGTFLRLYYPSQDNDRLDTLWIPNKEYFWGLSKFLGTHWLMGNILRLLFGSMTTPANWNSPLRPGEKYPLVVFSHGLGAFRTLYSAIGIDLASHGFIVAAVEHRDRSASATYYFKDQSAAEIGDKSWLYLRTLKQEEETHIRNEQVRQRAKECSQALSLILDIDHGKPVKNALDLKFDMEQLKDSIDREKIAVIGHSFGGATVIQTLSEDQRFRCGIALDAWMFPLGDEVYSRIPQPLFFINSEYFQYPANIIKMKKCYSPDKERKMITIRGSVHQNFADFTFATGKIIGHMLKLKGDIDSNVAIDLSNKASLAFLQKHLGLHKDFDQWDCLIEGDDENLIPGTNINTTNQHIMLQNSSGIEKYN
* = called active by the depositor; . = not tested or not shown. This is a subset; the hit share may differ from the screen's.

nr	canonical_smiles	PAFAH1B2 FP inh	PAFAH1B3 inh	PAD4 FP inh	LYPLA1 inh	LYPLA2 counter	PREPL inh	PME-1 primary	GSTO1 counter	pPAFAH FP inh
1	CCN1C[C@@H]2[C@@H]3C(=O)N(Cc4ccccc4)C(=O)[C@@H]3[C@](Cc3ccccc3)(C(=O)OC)N2C1=NC	0	11	3	.	.	.	.	.	5
2	COc1ccc(CN2CCn3nc(C(=O)NC(C)C)cc3C2=O)cc1	3	3	1	2	5	4	6	8	-3
3	C[C@@H](NC(=O)c1nc[nH]c1C(=O)N[C@H](C)c1ccccc1)c1ccccc1	9	4	-3	-1	1	1	6	.	8
4	Cc1cc(=O)oc(C)c1C(=O)Nc1cccc2ccccc12	-1	2	-2	-2	0	3	5	7	-1
5	COc1ccc(C(CC(=O)O)NC(=O)COc2ccccc2)cc1 (configuration not stated)	5	8	5	-3	-4	-1	-5	2	-2
6	CCN1CCN(S(=O)(=O)c2ccc(Oc3ccccc3OC)cc2)CC1	5	0	-1	-3	-2	-38	-4	3	-3
7	COC(=O)c1ccc(NC(=O)CN2CCN(c3ccc(Cl)cc3)CC2)cc1	-1	5	-3	-1	-2	-15	-7	8	-10
8	COc1ccc(CCNC(=O)COC(=O)c2cnc(C)cn2)cc1	2	-2	-2	-1	-1	-1	-8	10	2
9	Brc1ccc2nc3c(n2c1)CCCC3	-2	1	3	3	-5	2	-2	-2	1
10	CCc1ccccc1N1C[C@@]23C=C[C@@H](O2)C(C(=O)OCC(C)C)[C@H]3C1=O (some centres not stated)	3	5	-5	1	7	7	2	-1	1
11	O=C(NC1CC1)C1=C[C@@H](c2ccc3c(c2)OCO3)C[C@@H](OCc2ccc(CO)cc2)O1	-1	7	0	4	8	13	4	5	4
12	C=Cn1cc[n+](CC(=O)c2ccc(Cl)c(Cl)c2)c1	7	10	1	1	10	25	0	4	5
13	CC(C)c1ccc(NC(=O)NC2CCN(CC(=O)Nc3cccc4ccccc34)CC2)cc1	-2	3	-3	-8	-1	2	3	-5	-2
14	CC(C)/C=C/C(=O)N1CCC(N2CCC(C(=O)NCc3ccccn3)CC2)CC1	-2	1	3	-3	2	-6	-6	10	-7
15	COC(=O)C(C(=O)Nc1ncccn1)C1CCCCCC1 (configuration not stated)	3	10	3	0	4	0	5	8	1
16	COc1ccc(NC(=O)COC(=O)C2CC(=O)N(c3ccc(OC(C)C)cc3)C2)cc1 (configuration not stated)	4	-1	-1	1	7	-5	4	8	24
17	CC(C)Sc1nnc(SCC(=O)N(C)C2CCS(=O)(=O)C2)s1 (configuration not stated)	0	4	-3	1	2	-5	-7	.	1
18	O=C(CSc1nc2ccccc2c(=O)n1CC1CCCO1)NCc1ccc2c(c1)OCO2 (configuration not stated)	-2	5	-3	-1	0	-12	1	2	5
19	COc1ccccc1CNC(=O)COc1cccc(-n2cnnn2)c1	4	0	-4	0	6	-8	-3	-4	3
20	CCN1C(=O)N[C@@H](c2ccco2)C(C(=O)OC)=C1C	3	5	0	-1	2	9	11	19	5
21	CC(=O)c1ccccc1C(=O)N(C)C1CCCN(Cc2ccccc2F)C1 (configuration not stated)	-2	5	-5	-4	-6	6	3	-2	-2
22	Cc1cc(C)n2nc(SCC(=O)Nc3c(C)nn(-c4ccccc4)c3C)nc2n1	3	-1	1	-2	-4	-5	-3	4	1
23	CC(=O)/C=C(\C)Nc1c(C)n(C)n(-c2ccccc2)c1=O	-2	-5	1	1	7	17	3	2	3
24	COc1ccccc1C(=O)NC(=O)Nc1nc(-c2ccccc2)cc(C(F)(F)F)n1	-2	0	-5	0	5	3	-3	-8	0
25	CCOc1ccc(C(=O)N/N=C(\c2ccccc2)c2ccccn2)cc1	4	12	4	2	3	-2	0	3	3
26	O=C(NCCCN1CCCC1=O)c1ccc(NS(=O)(=O)c2ccc(F)cc2)cc1	7	12	-1	0	-1	6	4	.	0
27	Cc1cc(C)cc(OCC(=O)Nc2ccc(N3CCCCC3)cc2)c1	-2	-4	1	-3	-2	22	2	9	1
28	COCc1cc(CN2CCN(Cc3ccsc3)C(CCO)C2)ccc1OC (configuration not stated)	7	7	0	-3	0	4	2	1	3
29	CCOc1ccccc1NC(=O)c1ccc2nc[nH]c2c1	7	13	6	-7	-11	-2	-3	11	3
30	CC(=O)N(Cc1ccc(F)cc1)Cc1nc2ccccc2c(=O)[nH]1	5	6	-7	2	0	-1	-2	2	-3
31	OCCC1CN(Cc2cccc3nccnc23)CCN1Cc1ccc(F)c(F)c1 (configuration not stated)	-1	-2	-4	1	1	2	-4	2	-1
32	O=C1CS(=O)CN1c1ccc(Oc2ccccc2)cc1 (configuration not stated)	0	1	1	3	6	8	4	5	9
33	CC(C)c1ccc(/C=N/n2c(COc3ccccc3)n[nH]c2=S)cc1	29*	24	3	4	1	-10	14	-4	10
34	CCOC(=O)c1c(-c2ccc(-c3ccccc3)cc2)csc1NC(=O)CCC(=O)O	4	3	2	-6	14	38	-15	8	21
35	Cc1cccc(NC(=O)CSc2nnc(CCNC(=O)OC(C)(C)C)o2)c1C	-1	8	-1	-2	-4	3	4	3	4
36	COc1ccc(NC(=S)N2CCc3ccccc3C2)cc1	5	14	1	3	8	4	1	5	1
37	COCCN(CC(=O)Nc1cccc(C)c1C)C(=O)CN1C(=O)NC2(CCCCC2)C1=O	-3	2	0	-2	5	-3	3	.	1
38	O=C(O)C1CCCN(S(=O)(=O)c2ccc(-c3ccc(=O)[nH]n3)s2)C1 (configuration not stated)	-1	3	0	-1	-2	12	-6	-1	2
39	Cc1cc(C(=O)OCC(=O)NC2CCS(=O)(=O)C2)c(C)n1-c1ccccc1 (configuration not stated)	3	5	-9	-2	-4	-4	-5	-1	3
40	O=C(COc1ccc(-n2cnnn2)cc1)Nc1cccc(Cl)c1Cl	0	-4	-7	-1	-3	-4	4	6	6
41	CCOC(=O)N1CCN(S(=O)(=O)c2cc(-c3nn4c(C)nnc4c4ccccc34)ccc2C)CC1	-4	2	-2	2	3	27	7	4	-5
42	CN(C)C(=O)CCC(=O)N1CCCC(N2CCN(c3cccc(C(F)(F)F)c3)CC2)C1 (configuration not stated)	-3	4	3	2	8	-1	6	2	6
43	CCNc1nnc(CCn2nc(C)c(Br)c2C)s1	1	4	4	-5	-10	0	-9	-1	-9
44	Cc1cccc(NC(=S)NCCCN2CCOCC2)c1	3	10	-3	-2	-9	8	-1	-2	5
45	CCOC(=O)CNC(=O)c1cc(-c2ccccn2)nc2c(C)c(Cl)ccc12	0	1	3	-3	9	-2	-3	11	1
46	Cc1ccc(C(=O)O/N=C(\N)Cc2cccc3ccccc23)cc1	-2	-5	14	0	-6	-5	0	0	10
47	O=C(N/N=C/C=C/c1ccco1)c1cccc([N+](=O)[O-])c1	1	17	1	-4	1	21	-6	7	20
48	Cc1ccccc1NC(=O)C1CCCN1S(=O)(=O)c1ccc2c(c1)n(C)c(=O)c(=O)n2C (configuration not stated)	0	2	5	0	0	8	3	-1	-8
49	CCOC(=O)C1=C(c2ccccc2)Nc2nc(C)nn2C1c1cccc(OC)c1OC (configuration not stated)	5	11	5	1	0	13	0	-2	-5
50	COc1cccc(-c2nnc(NC(=O)c3ccc(S(=O)(=O)N4CCOCC4)cc3)o2)c1	5	3	-3	-4	0	10	3	8	3
51	COc1cc(OC)cc(-n2nnnc2SCC(=O)NCc2cccs2)c1	3	8	-2	3	2	3	0	5	9
52	COc1cccc(N(C(=O)Cn2nnc(-c3ccc(C)cc3)n2)C(C(=O)NC(C)(C)C)c2c[nH]c3ccccc23)c1 (configuration not stated)	0	0	6	-6	-9	20	-4	-15	0
53	CCNS(=O)(=O)c1ccc(Br)c(OC)c1	3	2	-4	2	3	15	2	3	6
54	CN(C)S(=O)(=O)N(CC(=O)Nc1ccc(S(=O)(=O)N2CCCC2)cc1)c1ccccc1	5	6	-4	-6	-3	-3	1	-1	3
55	Cc1cccc(NC(=O)COC(=O)c2cccc(S(=O)(=O)N3CCCCCC3)c2)c1	3	-6	1	-20	-33	15	-17	.	20
56	Cc1ccc(S(=O)(=O)n2cc(-c3ccccc3)c3ccccc32)cc1	7	6	-1	-6	-6	-5	-8	.	-6
57	COc1ccc(NC(=S)NNC(=O)C(C)n2nc(C)c([N+](=O)[O-])c2C)cc1 (configuration not stated)	5	5	-8	1	3	1	0	5	2
58	O=C(NNC1=NC2(CCCC2)Cc2ccccc21)c1cccnc1	15	9	2	0	-5	-1	0	0	-2
59	CCOC(=O)C(=CNc1nc2ccc(C(=O)OCC)cc2s1)C(=O)OCC	.	.	4	5	8	16	-8	4	-5
60	Nc1c(C(=O)CSc2nnc(Cc3ccccc3)o2)c(=O)[nH]c(=O)n1C1CC1	-1	-6	0	-3	4	1	3	.	0
61	O=S(=O)(c1cccs1)N1CCN(S(=O)(=O)c2cccs2)CC1	5	-2	1	-1	2	3	0	-5	4
62	COc1ccc(CCNC(=O)CN2CCN(S(=O)(=O)c3ccc(Cl)cc3)CC2)cc1OC	18	4	0	3	7	2	2	-2	3

High-throughput results as filed in PubChem.
